Source: PubChem
Polio RdRp inh = poliovirus RNA polymerase inhibition; P03300; poliovirus polymerase elongation, fluorescence polarization; hits give low values; % elongation, % (compound at 16.7 µg/mL); hit rate 0.66% among 150,000; AID 588519; in the data active = % elongation below about 90%; also: some results filed as inactive read as strong as hits
Target sequence (P03300 1749-2209 limits assumed): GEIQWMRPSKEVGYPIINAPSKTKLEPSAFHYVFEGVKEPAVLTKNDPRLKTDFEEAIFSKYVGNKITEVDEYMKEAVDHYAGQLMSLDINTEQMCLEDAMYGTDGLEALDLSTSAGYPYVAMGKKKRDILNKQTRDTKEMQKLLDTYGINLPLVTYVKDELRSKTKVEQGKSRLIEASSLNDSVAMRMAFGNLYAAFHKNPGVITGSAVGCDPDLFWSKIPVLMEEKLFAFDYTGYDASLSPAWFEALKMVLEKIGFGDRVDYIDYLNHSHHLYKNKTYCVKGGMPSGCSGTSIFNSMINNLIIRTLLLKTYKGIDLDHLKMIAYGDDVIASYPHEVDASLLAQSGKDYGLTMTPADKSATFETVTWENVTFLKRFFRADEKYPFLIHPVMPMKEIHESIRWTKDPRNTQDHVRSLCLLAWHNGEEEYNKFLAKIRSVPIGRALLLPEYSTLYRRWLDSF
Polio RdRp inh FP z-score = also measured in Polio RdRp inh; calls as there; z-score; measured here: FP z-score; hits read low
Numbers without * were called inactive; & = joins results of further samples.

SMILES	Polio RdRp inh	Polio RdRp inh FP z-score
CC(C)(C)NC(=O)c1ccccc1-c1nc(-c2ccccc2)no1	98	-1.3
Cc1noc(C)c1S(=O)(=O)N1CCCC1c1ccc2c(c1)OCCCO2 (stereo unspecified)	99	-0.7
Nc1nc(C(F)(F)F)nn1C(=O)c1ccc(Br)cc1	98	-0.5
COc1cccc(C(=O)N(Cc2ccc(C)o2)C2CCS(=O)(=O)C2)c1 (stereo unspecified)	113	-0.1
COC(=O)C1(C(F)(F)F)N=C2C=CC=CN2C(c2ccco2)=N1 (stereo unspecified)	101	0.2
Nc1ncc(Cc2cccc3ccccc23)s1	101	-0.5
CC(C)[C@H](NS(=O)(=O)c1ccc2c(c1)OCCO2)C(=O)N=c1sc2ccccc2n1C	100	-0.1
CCOC(=O)c1ccccc1NC(=O)NCc1c(-n2cccc2)sc2c1CCCC2	99	-1.9
CC1=CC(=C(C#N)c2nc3ccccc3s2)C=C(C)N1Cc1ccco1	44	-4.7
C=CCNc1nc2ccccn2c(=O)c1/C=C1\SC(=S)N(CCOC)C1=O	103	0.3
NS(=O)(=O)c1ccc(CCn2c(=S)[nH]c3c(sc4ccccc43)c2=O)cc1	100	-0.4
CCc1ccccc1NC(=O)Nc1ccc2c(c1)N(CC)C(=O)c1ccccc1S2	110	0.7
CCOc1ccc(CC(=O)Nc2cccc(-c3nc4cccnc4s3)c2C)cc1	107	-0.1
O=C(O)c1csc2c1CCCCC2	102	-0.6
CC(=O)Nc1ccc(C(=O)CSc2nnc(C)o2)cc1	100	-0.4

Pulled by compound from the list above (5):
SMILES	Polio RdRp inh	Polio RdRp inh FP z-score
O=C(O)c1csc2c1CCCCC2	102	-0.6
C=CCNc1nc2ccccn2c(=O)c1/C=C1\SC(=S)N(CCOC)C1=O	103	0.3
CCOc1ccc(CC(=O)Nc2cccc(-c3nc4cccnc4s3)c2C)cc1	107	-0.1
NS(=O)(=O)c1ccc(CCn2c(=S)[nH]c3c(sc4ccccc43)c2=O)cc1	100	-0.4
COc1cccc(C(=O)N(Cc2ccc(C)o2)C2CCS(=O)(=O)C2)c1 (stereo unspecified)	113	-0.1

Next records
SMILES	Polio RdRp inh	Polio RdRp inh FP z-score
CC1CCN(C(=O)c2ccc3c(c2)N(C)CCS3)CC1	99	-1.1
CC(C)(C)c1cc(O)c2oc(=O)c(-c3nc(-c4ccccc4F)no3)cc2c1	103	0.4
CCOCCCn1c(=N)c(S(=O)(=O)c2ccc(C)cc2)cc2c(=O)n3ccccc3nc21	104	-0.4
CC(=O)Nc1nc(CN2CCN(Cc3nc4ccccc4s3)CC2)cs1	104	0.2
COc1cc(CC(=O)OC2CCOC2=O)cc(OC)c1OC (stereo unspecified)	100	-0.2
CCCc1cc(=O)[nH]c(SCc2cc(=O)oc3cc(C)ccc23)n1	102	0
O=S(=O)(NC1CCCc2ccccc21)c1ccccc1 (stereo unspecified)	102	-0.3
CNC(=O)C1CCN(C(=O)N2CCOc3ccccc32)CC1	105	0.7
CC(C)(Oc1ccccc1Cl)C(=O)O	102	-0.2
O=C(Nc1cccc(C(F)(F)F)c1)c1ccc(F)c(S(=O)(=O)N2CCc3ccccc3C2)c1	112	0.8
O=c1c(N2CCN(c3cccc(Cl)c3)CC2)csc2ccccc12	107	0.1
O=C(c1ccc(=O)n(Cc2ccccc2)n1)N1CCN(c2ccccc2)CC1	105	0.6
O=S(=O)(c1ccc2oc(SCc3ccccc3C(F)(F)F)nc2c1)N1CCCCC1	105	0.8
O=C1NN(c2ccccc2)C(=O)/C1=C/c1ccc(SC2CCCCC2)o1	102	0
CSc1nnnn1-c1ccc(S(=O)(=O)N(C)C)cc1	104	0.9

An excerpt of these results, with values under each structure:
Values run as follows: Polio RdRp inh	Polio RdRp inh FP z-score
O=S(=O)(NC1CCCc2ccccc21)c1ccccc1 (stereo unspecified)
    102	-0.3
CC(C)(Oc1ccccc1Cl)C(=O)O
    102	-0.2
Cc1noc(C)c1S(=O)(=O)N1CCCC1c1ccc2c(c1)OCCCO2 (stereo unspecified)
    99	-0.7
CC(=O)Nc1nc(CN2CCN(Cc3nc4ccccc4s3)CC2)cs1
    104	0.2
CCOC(=O)c1ccccc1NC(=O)NCc1c(-n2cccc2)sc2c1CCCC2
    99	-1.9
CC(C)(C)NC(=O)c1ccccc1-c1nc(-c2ccccc2)no1
    98	-1.3

(listing goes on)
SMILES	Polio RdRp inh	Polio RdRp inh FP z-score
C=C1[C@@H](C)[C@H]2[C@H](Cc3ccccc3)NC(=O)[C@]23[C@H](OC(C)=O)/C=C/[C@](C)(O)C(=O)[C@@H](C)C/C=C/[C@H]3[C@@H]1O	99&99	-0.3&0.1
COCCn1cc(C(=O)N2CCC(C)CC2)c2c3ccccc3n(C)c2c1=O	98	-1.9
Nc1nccnc1C(=O)OCc1cc(=O)oc2ccc3ccccc3c12	103	0.2
O=C(NCCc1ccc(Cl)cc1)c1cnc2sc(N3CCCCC3)nn2c1=O	106	0
Cc1cc(C(=O)N2CCN(c3cccc(C)c3C)CC2)c2c(C)nn(-c3ccccc3)c2n1	105	-0.7
CCc1ccc(NCc2cc3cc4c(cc3n(CC(=O)Nc3ccccc3C)c2=O)OCCO4)cc1	104	-0.3
Cc1cc(C2=NNC(=NC3CC3)SC2)c(C)n1Cc1ccco1	104	0.2
c1ccc2c(c1)OC1OC2Oc2ccccc21	98	-0.3
COC(=O)c1c(SCC(=O)Nc2ccccc2OC)[nH]c2ccccc2c1=O	114	1.6
COc1cccc(Cn2c(=O)n(CC3CCC(C(=O)NC(C)C)CC3)c(=O)c3sccc32)c1 (stereo unspecified)	108	0.3
COc1ccccc1OC(C)C(=O)Nc1c(C(=O)c2ccc(Cl)cc2)oc2ccccc12 (stereo unspecified)	109	0.8
C#CCn1c(CSc2ccccc2)nc2ccccc21	101	0
Cc1ccc(N=Cc2c(Sc3ccc(Cl)cc3)nc3sccn23)cc1	103	-0.1
CCCc1nn2c(=O)cc(COC(=O)c3ccccc3NC(=O)c3ccc(Cl)cc3)nc2s1	103	-0.9
CCOC1(c2cccs2)OC(c2cccs2)=C(c2cccs2)OC1c1cccs1 (stereo unspecified)	102	0.2
COc1ccccc1C(=O)Nc1nc2nc(C)c(Cc3ccccc3)c(=O)n2[nH]1	101	-1.4
Cc1ccc(NC(=O)Cn2cc(S(=O)(=O)Cc3cccc(Cl)c3)c3ccccc32)cc1C	112	1.3
CCCc1noc2c1C(=O)CC(C)(C)C2	101	-0.5
Cc1c(C(=O)CSc2nnc(CN3CCOCC3)n2C)c2ccccc2n1C	104	0.7
COc1ccc(Cl)cc1NC(=O)COC(=O)CC(C)(C)CC1=NS(=O)(=O)c2ccccc2N1	101	-1.3
COc1ccc(/C=C/C(=O)Nc2nc3n(n2)C(c2ccccc2)C=C(c2ccc(Cl)cc2)N3)cc1 (stereo unspecified)	112	0.3
Cc1cccc2c(=O)cc(CSc3ccccc3NC(=O)C(C)C)[nH]c12	110	1
COc1cc(Br)cc2cc3c(=O)n(-c4ccccc4)nc-3oc12	101	0
CN(Cn1nc2c(Cl)cc(Cl)cn2c1=S)C1CCCCC1	104	0.1
COc1ccc(Cl)cc1-c1csc(CC#N)n1	112	1
COc1ccc(Cl)cc1NC(=O)CCc1nc(-c2ccccc2F)no1	98	-2
O=C(Cc1c[nH]c2ccccc12)OCC(=O)c1ccc(F)cc1	109	0.7
Cc1ccc2c(c1)c1c(n2C)C(=O)CCC1	100	0
O=c1oc2ccc(Br)cc2cc1-c1csnn1	102	0.1
O=C(OCc1ccccc1)[C@@H]1CCCN1C(=O)c1cccs1	104	0

4 of the compounds above, bar-delimited:
mol | Polio RdRp inh | Polio RdRp inh FP z-score
CCCc1noc2c1C(=O)CC(C)(C)C2 | 101 | -0.5
O=C(OCc1ccccc1)[C@@H]1CCCN1C(=O)c1cccs1 | 104 | 0
Cc1ccc(NC(=O)Cn2cc(S(=O)(=O)Cc3cccc(Cl)c3)c3ccccc32)cc1C | 112 | 1.3
COc1ccccc1C(=O)Nc1nc2nc(C)c(Cc3ccccc3)c(=O)n2[nH]1 | 101 | -1.4

The list goes on:
SMILES	Polio RdRp inh	Polio RdRp inh FP z-score
CN(CC(=O)O)C(=O)c1ccco1	102	0.2
O=C(OCc1cc(=O)n2c(n1)sc1ccccc12)C1CCN(S(=O)(=O)c2ccccc2)CC1	96	-0.2
C[N+]1(CCOCc2ccccc2)CCOCC1	102	0.1
Cc1cccc(OCC(=O)N(Cc2ccc(N(C)C)cc2)Cc2ccco2)c1C	98	-2.4
Oc1c(C(O)(C(F)(F)F)C(F)(F)F)ccc2cccnc12	140	6.4
O=C(CCSCc1cnn(-c2ccccc2)c1-n1cccc1)N1CCOCC1	105	0.6
Cc1ccc(-n2c(=O)[nH]c3sc4c(c3c2=O)CCNC4)cc1C	103	-0.6
NC(=Nc1ccccc1)NC(=O)c1nc(Cl)c(N)nc1N	101&102	0.1&0.4
COC(=O)Cn1c(=N)n(C)c2ccccc21	102	0.1
CCCc1cc(=O)[nH]c(SCC(=O)NC(C)(C)C)n1	102	0
CCc1ccccc1NC(=O)c1nc2nc(C)cc(C(F)F)n2n1	109	1
Cc1ccc(NCc2nc3ccccc3n2CCOc2ccccc2)cc1	104	-0.5
CCOc1ccc(-n2c(O)c(C=Nc3cc(C)on3)c3ccccc3c2=O)cc1	101	-0.3
Cc1ccc(COC(=O)c2cccn2C)cc1	111	0.8
CCc1cccc(CC)c1NC(=O)c1ccc2c(c1)CCN2S(=O)(=O)c1ccccc1	108	0.5
O=C1CC(C(=O)N(Cc2ccccc2)c2ccccc2)CN1Cc1ccco1 (stereo unspecified)	96	-0.7
CCOC(=O)N1CCC(NC(=O)c2cc(C(=O)NCC(OC)OC)ccc2CO)CC1	101	0.4
COc1ccc(-c2nc(CSCC(=O)NCCc3ccccc3)c(C)o2)cc1	103	-0.2
Cn1c(C(C#N)S(=O)(=O)c2ccc(Br)s2)nc2ccccc21 (stereo unspecified)	99	-0.2
CCC(=O)NC(=S)Nc1cc(-c2nc3ccccc3o2)ccc1OC	100	-0.4
Cc1ccc(N2C(=O)C=CC2=O)cc1	103	0.2
CCC(=O)Nc1ccc2nc(C3CC3)n(Cc3ccc(Cl)cc3)c(=O)c2c1	101	-0.1
CC(=O)Oc1ccccc1C(=O)Oc1ccc(C#N)cc1	100	-1
CCc1ccnc(NS(=O)(=O)c2ccc(C)c(Cl)c2)c1	103	0.4
COc1ccc(C(=O)OCC(=O)N2CCCCC2)cc1	101	-0.2
O=C(c1cn(CCOc2ccccc2F)c2ccccc12)C1CCCCC1	108	0.5
CC(C)CNC(=O)c1ccc2c(c1)C(=O)N(C1CCCCC1)C2=O	103	0.5
Cc1cccc(NC2=CC(c3cccc(Br)c3)N(c3cccc(C)c3)C2=O)c1 (stereo unspecified)	108	0.6
CC1CCCCC1NC(=O)CSc1nncn1N (stereo unspecified)	100	-0.3
O=C(/C=C/c1ccc(OC(F)F)cc1)NCc1ccccn1	99	-0.5
Cc1nc2c(C(=O)N3CCc4ccccc4C3)cnn2c(C)c1Cc1ccc(Cl)cc1	103	0.4
COC(=O)C1CCN(C(=O)c2ccccc2)CC1	106	0.4
CC(C)(C)c1ccc(C(=O)C(C#N)=C2SCCCS2)cc1	108	0.8
Cc1ccc(OCCn2c(COc3ccc(Cl)cc3)nc3ccccc32)cc1	103	-0.4
Cc1ccc(S(=O)(=O)c2nnn3c2nc(NCCc2ccccc2)c2sccc23)cc1	106	-0.1
Cc1nc2ccc(S(=O)(=O)N(CC(=O)Nc3ccc(Cl)cc3)Cc3ccccc3)cc2s1	104	-0.5
CC1CCN(S(=O)(=O)N2CCCC(C(=O)NCCCN3CCN(c4ccc(F)cc4)CC3)C2)CC1 (stereo unspecified)	99	-0.8
O=C(Nc1ccc2nc(SCC(=O)N3CCCC3)sc2c1)c1cccc(Cl)c1	108	0.4
Cc1cc(C(F)(F)F)c2c(N)c(C(=O)Nc3c(Cl)cccc3Cl)sc2n1	100	-0.9
Cc1ccc(-c2nnc(SCCOc3ccccc3)o2)cc1	111	0.3

These rows are one share of the data; count on the stated rates, not on these rows.
